Screening data from PubChem.
Epigenetic derep: derepresses silenced GFP reporter in murine cells | murine LDR cells, GFP reporter derepression, 30 h | Potency, µM (highest dose often 53.9 µM), for the others: at the top dose GFP activation, hits mostly activators | 280,000 compounds, 0.2% hits | AID 1865; further: % of control where 0% means no effect; nearly all actives have a fitted effect of over 60% in size
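Readout is the number of GFP-expressing murine LDR cells, counted by cytometry following washing. Cells were treated with compound for 30 h at 37 C; the stably integrated CMV-GFP locus is normally silent.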
GAA spleen mod: inhibitors or activators of human alpha-glucosidase in spleen homogenate; P10253; human spleen homogenate, 4-MU-alpha-glucoside fluorescence; Potency, µM (top dose mostly 79.9 µM), without a hit: at the highest dose activity change, negative = inhibition, actives largely listed as inhibitors; 240,000 compounds, 0.006% hits; AID 2112;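 further: 0% = enzyme with vehicle and -100% = no enzyme basal signal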
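AC50 values come from Hill-equation fits of concentration-response data, normalized to no-enzyme and full-activity controls. Enzyme source: 1 ug human spleen homogenate; 1 mM fluorogenic 4-MU glucoside, pH 5.0 citrate buffer, 37 C, 40 min.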
Tau fluor cs: counter-screen for tau fibril formation inhibitors; tau K18 P301L (four-repeat tau fragment) Alexa594 fluorescence, heparin fibrillization; Potency, µM (doses to about 57.7 µM), inactives show at the top dose activity change, negative = decrease; 280,000 compounds, 0.93% hits; further: on the % scale 0 is the no-effect control and ±100 the full control effect; nearly all actives have a fitted effect of over 55% in size
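Human K18 P301L tau (15 uM unlabeled plus 0.24 uM Alexa 594-labeled, final) in 100 mM sodium acetate pH 7 was mixed with compound and 20 uM heparin and incubated 6 hr at 37 C.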
ALDH1A1 inh: ALDH1A1 (human) enzyme inhibition; P00352; Purified ALDH1A1, NADH fluorescence, propionaldehyde substrate; Potency, µM (series often up to 75.3 µM), for the others: at the top dose activity, negative = inhibition, most hits filed as inhibitors; 220,000 compounds, 7.3% hits; AID 1030; active means well fitted inhibition curve with a large enough effect, not every such curve was filed as active; inconclusive means small, poorly fitted or top-dose-only effect, or another doubt; inactive means no such curve, though single readings can be large or run the other way;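 further: plate controls were no enzyme wells and a reference inhibitor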
Target sequence (P00352 whole entry, looked up): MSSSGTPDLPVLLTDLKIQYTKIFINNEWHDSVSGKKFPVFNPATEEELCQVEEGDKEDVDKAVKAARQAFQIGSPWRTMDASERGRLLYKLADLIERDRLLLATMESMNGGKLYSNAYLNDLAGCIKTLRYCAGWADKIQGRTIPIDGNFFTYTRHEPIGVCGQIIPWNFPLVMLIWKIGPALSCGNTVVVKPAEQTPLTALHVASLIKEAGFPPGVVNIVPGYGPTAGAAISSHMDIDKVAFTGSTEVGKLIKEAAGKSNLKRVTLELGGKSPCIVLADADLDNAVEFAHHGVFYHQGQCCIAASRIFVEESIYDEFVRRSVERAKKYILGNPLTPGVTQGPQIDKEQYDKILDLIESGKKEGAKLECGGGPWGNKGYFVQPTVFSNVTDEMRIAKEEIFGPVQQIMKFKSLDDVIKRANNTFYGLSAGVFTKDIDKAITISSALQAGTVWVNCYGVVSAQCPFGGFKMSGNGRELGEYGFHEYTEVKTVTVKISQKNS
GAA glycogen mod: GAA glycogen-cleavage inhibition or activation | recombinant GAA, glycogen substrate, Amplex Red glucose oxidase fluorescence | Potency, µM (top dose mostly 76.4 µM), for the others: at the top dose activity change, negative = inhibition, usual class: inhibitors | 300,000 compounds, 0.38% hits | AID 2100;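 further: 0% = full enzyme reaction and -100% = no-enzyme basal signal; the screen sought inhibitors and activators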
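Recombinant human alpha-glucosidase (4 nM final) hydrolysed bovine liver glycogen (30 ug) for 40 min at 37 C in pH 5.0 citrate/phosphate with 0.01% Tween-20. Released glucose detected by glucose oxidase/Amplex Red, Ex 573/Em 610 nm. Compounds up to 77 uM; AC50 from Hill fits.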
NPSR antagonist: neuropeptide S receptor (human) antagonism, cAMP; Q6W5P4; CHO-NPSR cells, cAMP TR-FRET, antagonist mode; Potency, µM (titrated, usually from 38.3 µM), for inactives: at the top dose activity change, negative = inhibition, most hits filed as inhibitors; 220,000 compounds, 1% hits; further: on the % scale 0 is the no-effect control and ±100 the full control effect; nearly all actives have a fitted effect of over 50% in size; many of its hits are not listed in these tables
Target sequence (Q6W5P4 whole entry, looked up): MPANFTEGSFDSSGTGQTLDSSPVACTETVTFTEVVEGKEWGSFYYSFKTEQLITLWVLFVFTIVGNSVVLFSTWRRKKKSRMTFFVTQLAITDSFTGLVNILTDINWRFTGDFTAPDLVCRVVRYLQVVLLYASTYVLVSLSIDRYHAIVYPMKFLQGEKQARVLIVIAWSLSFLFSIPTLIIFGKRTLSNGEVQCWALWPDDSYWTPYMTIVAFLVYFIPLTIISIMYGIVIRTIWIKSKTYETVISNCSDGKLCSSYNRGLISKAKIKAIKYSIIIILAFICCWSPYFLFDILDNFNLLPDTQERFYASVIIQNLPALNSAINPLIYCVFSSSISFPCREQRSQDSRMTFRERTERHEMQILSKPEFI
GAA inh: blocks human lysosomal alpha-glucosidase | 200,000 compounds, 0.005% hits | purified human GAA, 4-MU-alpha-glucoside fluorescence | P10253 | Potency, µM (top dose mostly 76.9 µM), without a hit: at the highest dose activity change, negative = inhibition, hits mostly inhibitors;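 further: plate controls were uninhibited enzyme wells for no effect and no-enzyme background for full effect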
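Human alpha-glucosidase, 4 nM, pre-mixed with test compounds before 400 uM 4-methylumbelliferyl substrate; 20 min room temperature at pH 5.0. Fluorescence read after pH 10 stop; AC50 values from Hill-equation fits.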
aGal spleen mod: inhibitors or activators of human alpha-galactosidase in spleen homogenate; P06280; human spleen homogenate, 4MU-alpha-Gal fluorescence, 40 min; Potency, µM (titrated, usually from 80 µM), for the others: at the top dose activity change, negative = inhibition, most hits filed as inhibitors; 240,000 compounds, 0.008% hits; AID 2107;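 further: 0% = enzyme with vehicle and -100% = no enzyme basal signal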
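Spleen homogenate 1 ug + cpd (titration) + 4-MU-alpha-D-galactopyranoside 1 mM; 37C 40 min; 50 mM citrate/phosphate pH 5.0, 0.01% Tween-20; stop pH 10; fluorescence 365/440; AC50 via Hill.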
* hit, by the source's call; ? = inconclusive; / = not tested or not shown; [ ] = remark or other dose. Unless noted, the call rests on the fitted dose curve; in most records, active means well fitted curve in the direction sought with a large enough effect; inconclusive means small, poorly fitted or top-dose-only effect, or another doubt; inactive means no such curve, though single readings can be large; an effect the other way counts as inactive or inconclusive. Potency means the concentration at half of the fitted maximal effect.

SMILES | Epigenetic derep | GAA spleen mod | Tau fluor cs | ALDH1A1 inh | GAA glycogen mod | NPSR antagonist | GAA inh | aGal spleen mod
Cc1cccc(OCc2nnc(SCC(=O)Nc3cc(C)on3)n2C)c1 | -1.0% | -11% | -3% | 10% | 4% | 2%[46.1 µM] | -5% | -3%
CC(O)[C@@H](O)[C@H]1CNc2nc(N)[nH]c(=O)c2N1 (stereo partly specified) | -0.1% | 25% | -25% | ? | / | ? | / | ?
CC1=NN(c2ccc(Cl)cc2)C(=O)C1C(c1cccc(O)c1)c1c(C)[nH]n(-c2ccc(Cl)cc2)c1=O (stereo unspecified) | 0.0% | -19% | ? | 4µM* | ? | 11% | -12% | -9%
CC(=O)N1c2ccccc2N(Cc2ccc(C)cc2C)C(=O)C1(C)C | 1.1% | -18% | -11% | -1% | -2% | 7%[46.1 µM] | -3% | -21%
CN(C[C@H](Cc1ccccc1)N(C[C@H](c1ccccc1)N(CCc1ccccc1)N=O)N=O)N=O | -0.7% | 1% | -12% | -13% | 1% | 35% | / | 0%
CCN(CCC#N)c1ccc(/C=N/Nc2nc(C)cc(=O)[nH]2)c(C)c1 | -0.9% | -2% | -20% | ? | ? | -29%[46.1 µM] | 12% | -1%
O=C(CCn1cnc2ccccc2c1=O)Nc1nc2c(s1)CCCC2 | -5.0% | -6% | -9% | 10% | -1% | -2%[46.1 µM] | -8% | 2%
CC(=O)c1cccc(NC(=O)CN2C(=O)NC3(CCCCCCC3)C2=O)c1 | -0.1% | 2% | -11% | 3% | -2% | -13%[46.1 µM] | 3% | 0%
Cc1ccc(OCc2nc(-c3cccnc3)no2)cc1C | -2.6% | -4% | -7% | 4% | 2% | 1% | 7% | -11%
COc1cc(CCc2ccc3c(c2)OCO3)oc(=O)c1 | 3.6% | 6% | 6% | / | -8% | 5% | / | 5%
CCOC(=O)C1=C(N)n2c(s/c(=C/c3ccccc3)c2=O)=C(C(=O)OCC)C1c1ccccc1 (stereo unspecified) | -2.2% | -5% | -3% | -3% | 1% | 0%[46.1 µM] | -4% | 1%
CCCNC(=O)CC(NS(=O)(=O)c1ccc(NC(C)=O)cc1)C(C)C (stereo unspecified) | -6.0% | -2% | -9% | 12% | -7% | 18% | -1% | -2%

Looked up by structure from the entries so far (5):
SMILES | Epigenetic derep | GAA spleen mod | Tau fluor cs | ALDH1A1 inh | GAA glycogen mod | NPSR antagonist | GAA inh | aGal spleen mod
COc1cc(CCc2ccc3c(c2)OCO3)oc(=O)c1 | 3.6% | 6% | 6% | / | -8% | 5% | / | 5%
CC1=NN(c2ccc(Cl)cc2)C(=O)C1C(c1cccc(O)c1)c1c(C)[nH]n(-c2ccc(Cl)cc2)c1=O (stereo unspecified) | 0.0% | -19% | ? | 4µM* | ? | 11% | -12% | -9%
CCCNC(=O)CC(NS(=O)(=O)c1ccc(NC(C)=O)cc1)C(C)C (stereo unspecified) | -6.0% | -2% | -9% | 12% | -7% | 18% | -1% | -2%
Cc1ccc(OCc2nc(-c3cccnc3)no2)cc1C | -2.6% | -4% | -7% | 4% | 2% | 1% | 7% | -11%
CCOC(=O)C1=C(N)n2c(s/c(=C/c3ccccc3)c2=O)=C(C(=O)OCC)C1c1ccccc1 (stereo unspecified) | -2.2% | -5% | -3% | -3% | 1% | 0%[46.1 µM] | -4% | 1%

(listing goes on)
SMILES | Epigenetic derep | GAA spleen mod | Tau fluor cs | ALDH1A1 inh | GAA glycogen mod | NPSR antagonist | GAA inh | aGal spleen mod
Cc1ccnc2ccc(P(=O)(c3ccccc3)c3ccccc3)cc12 | -0.7%[10.1 µM] | -3% | 3% | 5% | 16% | -32% | 11% | 1%
O=C(COc1cccc2ccccc12)NNC(=O)[C@@H]1CCCC[C@@H]1C(=O)O | 0.9% | 0% | -8% | ? | 0% | -7%[46.1 µM] | 2% | 7%
COc1ccc(NC(=O)c2cncc(Br)c2)c(S(=O)(=O)N2CCOCC2)c1 | -0.7% | -1% | 0% | 13% | -7% | 0%[46.1 µM] | -2% | -2%
Cc1nc(SCCO)c([N+](=O)[O-])[nH]1 | 0.1% | 4% | 0% | / | 1% | 4% | / | -13%
O=C(O)CSc1cc(C(=O)c2ccccc2O)cn2c(=O)c3c(-c4ccccc4)csc3nc12 | -0.4% | -7% | -12% | 3.5µM* | -7% | -31% | 6% | 2%
CCN1C(=O)NC2=C(C(=O)c3ccccc32)C1c1ccccc1F (stereo unspecified) | -3.6% | 1% | -28% | 0.32µM* | 3% | -15%[46.1 µM] | -8% | 5%
Cc1nc(N)sc1C(=O)N/N=C/c1c[nH]c2ccccc12 | -8.7% | -1% | ? | ? | -3% | -29%[46.1 µM] | -7% | 1%
COc1cc(/C=N/Nc2ccccc2[N+](=O)[O-])cc(OC)c1O | 0.0% | -2% | 0% | -2% | ? | -17% | 3% | -1%
Cn1cccc1-c1cc(C(=O)N/N=C/c2cccc(O)c2)[nH]n1 | 1.2% | 1% | -21% | 0% | -14% | -15% | -6% | 5%
CC1(C)CC(CC(=O)Nc2ccc([N+](=O)[O-])cc2)C(=O)O1 (stereo unspecified) | 2.8% | 6% | -6% | -7% | 11% | -6%[46.1 µM] | 1% | 6%
O=C(Cn1cnc2cc([N+](=O)[O-])ccc2c1=O)Nc1ccc(N2CCOCC2)cc1 | 2.0% | 6% | -19% | / | 2% | -22% | / | 4%
Cc1ccc(C2C3=C(CCCC3=O)Nc3c2c(C)nn3-c2ccccn2)o1 (stereo unspecified) | 3.8% | 5% | -9% | 1% | -4% | -14% | 0% | 1%
O=C(CSc1ccccn1)Nc1ccc2c(c1)oc1ccccc12 | -1.6% | -10% | ? | -1% | 6% | 0% | -5% | -8%
CCOC(=O)N1CCN(C(=O)C(C)N(c2ccc(Oc3ccccc3)cc2)S(C)(=O)=O)CC1 (stereo unspecified) | -0.1% | -5% | -8% | 2% | -7% | -14%[46.1 µM] | -5% | -12%
CCOC(=O)c1[nH]ncc1CN1CCN(Cc2ccccc2)C(CCO)C1 (stereo unspecified) | 1.4% | -4% | -4% | 4% | 18% | -10% | -9% | -7%
O=C(CCCn1c(SCC(=O)NCC2CCCO2)nc2ccccc2c1=O)NCC1CCCO1 (stereo unspecified) | -1.7% | -8% | -10% | 2% | -5% | 1%[46.1 µM] | 0% | -9%
CC(NC(=O)c1cccc(F)c1)C(c1cccs1)N1CCN(C)CC1 (stereo unspecified) | -1.2% | 4% | -1% | 3% | -1% | 2%[46.1 µM] | -4% | -4%
O=C(NC(=S)Nc1nc(-c2ccc(Br)cc2)cs1)c1ccco1 | -0.1% | -6% | -11% | 2% | 1% | -27% | ? | -10%
CCOc1ccc(C(=O)Nc2cccc(-c3nc4cccnc4o3)c2)cc1Cl | 1.0% | 2% | -8% | 11% | 3% | ? | -1% | 5%
O=C(O)c1ccccc1C(=O)NCc1cccnc1 | 0.0% | 10% | -10% | 14% | -1% | 15%[46.1 µM] | 6% | 6%
CC1=CC(c2ccccc2)n2nc(NC(=O)CCC(=O)O)nc2N1 (stereo unspecified) | -0.3% | 19% | -5% | / | 29% | -9%[7.67 µM] | / | ?
Cc1cc(C)c(C)c(S(=O)(=O)N2CCN(CC(=O)Nc3sccc3C#N)CC2)c1C | -1.8% | 3% | -20% | -5% | -5% | -11% | ? | 8%
O=C(NC1CCCCC1)C(=S)NCCc1ccccc1 | -0.4% | -14% | -6% | 18µM* | 21% | -25% | ? | -1%
CC(C)OC(=O)c1cc(NC(=S)Nc2ccc([N+](=O)[O-])cc2)cc(C(=O)OC(C)C)c1 | 0.0% | -8% | ? | ? | -4% | ? | -13% | 0%
O=C(Nc1ccccc1)Nc1ccc2ocnc2c1 | 10% | 3% | -4% | -7% | -13% | -5% | 0% | 6%
O=[N+]([O-])c1ccc2oc(-c3cccc(O)c3)nc2c1 | -1.2% | 7% | -27% | 4% | 13% | 21% | / | 1%
CCOc1ccc(-c2csc(NNC3=NCCCCC3)n2)cc1 | 1.4% | 2% | -24% | ? | ? | -37% | -6% | 0%
O=C1C2C3C=CC([C@@H]2C(=O)N1C1CCCCC1)[C@H]1C(=O)N(C2CCCCC2)C(=O)C31 (stereo partly specified) | 0.0% | 2% | -6% | 1.4µM* | 2% | -4%[46.1 µM] | -7% | 16%
Oc1ccc(-c2csc(-c3ccccc3)n2)cc1O | -2.0% | -8% | 16µM*[quencher] | ? | 11µM* | -5%[46.1 µM] | -2% | -3%
Cc1nc(NC(=O)c2ccccc2)sc1C1(C)CC(c2c(Cl)cccc2Cl)=NO1 (stereo unspecified) | -1.5% | 2% | -19% | / | -3% | -53% | / | 3%
CCOC(=O)C(C)(C)Sc1nc2c(cnn2-c2ccc(Cl)cc2)c(=O)[nH]1 | 0.7% | -4% | -16% | ? | 3% | ? | -2%[15.4 µM] | 0%
COCCN(C(=O)CCc1ccccc1OC)c1nnc(-c2cccnc2)s1 | 0.0% | 3% | -1% | 4% | -3% | 13% | 2% | -10%
Fc1ccc(C2CC(c3cccs3)=NN2c2ccccc2)cc1 (stereo unspecified) | 1.3% | 11% | ? | ? | 7% | -55% | ? | ?
FC(F)(F)c1cccc(N2CCN(c3nnnn3-c3ccccc3)CC2)c1 | -13% | -13% | -9% | ? | 0% | ? | -5% | -15%
Cc1cnc(NC(=O)c2ccc(OCC3CCCO3)cc2)s1 (stereo unspecified) | -1.4% | 4% | -3% | ? | 0% | -6% | 1% | 3%
CCC(=O)NC(Nc1ncc(C)s1)(C(=O)OC)C(F)(F)F (stereo unspecified) | -2.1% | 0% | 7% | -7% | -2% | 11%[46.1 µM] | -5% | 0%
COc1ccc(CC(=O)O/N=C(\N)c2ccc(C)cc2)cc1 | 0.1% | -7% | ? | / | -4% | 10% | / | 3%
Cc1ccc(S(=O)(=O)NCCSc2ccccc2)cc1[N+](=O)[O-] | -1.1% | -5% | ? | 7.1µM* | 1% | 10% | 1% | -5%
Cc1nc(Cc2ccc(OC(C)C)cc2)[nH]c(=O)c1CC(=O)O | 1.1% | 1% | -8% | 6% | 16% | -6% | -10% | -1%
O=c1c(-c2ccnn2-c2cccc(Cl)c2)cnc2n1CCS2 | 5.7% | -1% | 0% | 0% | -8% | -4%[46.1 µM] | ? | -3%
CC(C)=C1SC(N2CCN(c3cccc(Cl)c3)CC2)=NC1=O | 3.4% | 0% | -6% | ? | 4% | -18% | 4% | 8%

This is a subset; count on the stated rates, not on these rows.
